# Chronic BCR inh = qHTS Assay to Find Inhibitors of Chronic Active B-Cell Receptor Signaling | AID 493014, 2011 | Potency, µM (doses to about 46.1 µM), for the others: at the highest dose ratio change, negative = lower green/red ratio, usual class: inhibitors | ABC-DLBCL IkBa-CBG/CBR reporter, luminescence ratio, 4 h | 0.05% of 340,000 active; active means well fitted inhibition curve with a large enough effect in the signal ratio, with a control signal flat, not every such curve was filed as active; inconclusive means small, poorly fitted or top-dose-only effect, or effect the other way, or a change in a side signal; the % refers to the signal ratio;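 further: potency means the concentration at half of the fitted maximal effect; plate controls were basal doxycycline-induced cells for no effect and cells given 10 µM MG132 for full effect; MG132 reads +100%, hits lower the ratio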
#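 TMD8 ABC-DLBCL cells carrying doxycycline-inducible green luciferase fused to IkappaBalpha plus unfused red luciferase were exposed to compounds (up to 46 uM) for 4 hrs at 37C. Activity came from the overlap-corrected green/red luminescence ratio.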
# CXXC DNA block = qHTS Fluorescence Polarization Assay for Inhibitors of MLL CXXC domain - DNA interaction | Histone-lysine N-methyltransferase 2A (Homo sapiens), Q03164 | MLL-CXXC / FITC-HOXA9 DNA fluorescence polarization | Potency, µM (top dose mostly 115 µM), inactives show at the top dose activity change, negative = inhibition, actives largely listed as inhibitors | 0.037% of 290,000 active; active means well fitted inhibition curve with a large enough effect in the polarisation, with a control signal flat, not every such curve was filed as active; inconclusive means small, poorly fitted or top-dose-only effect, or effect the other way, or a change in a side signal; inactive means no such curve, though single readings can be large or run the other way; the % refers to the polarisation; further: potency means the concentration at half of the fitted maximal effect
#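 Fluorescence polarization: 7 uM MLL-CXXC (stock) preincubated 5 min with compounds, then 50 nM fluorescein-HOX-A9 DNA (stock) added; 30 min ambient. Buffer 50 mM Tris-HCl pH 7.5, 50 mM NaCl, 1 mM DTT, 0.05% BSA.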
# Tb PFK inh = qHTS Assay to Find Inhibitors of T. brucei phosphofructokinase | ATP-dependent 6-phosphofructokinase (Trypanosoma brucei brucei), O15648 | T. brucei PFK, ADP-Glo luminescence | Potency, µM (series often up to 57.5 µM), without a hit: at the highest dose activity, negative = inhibition, hits mostly inhibitors | 0.17% of 330,000 active;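 further: potency means the concentration at half of the fitted maximal effect; 0% = uninhibited 1x PFK enzyme wells and -100% = no-enzyme wells; nearly all actives have a fitted effect of over 60% in size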
# Target sequence (O15648 whole entry, looked up): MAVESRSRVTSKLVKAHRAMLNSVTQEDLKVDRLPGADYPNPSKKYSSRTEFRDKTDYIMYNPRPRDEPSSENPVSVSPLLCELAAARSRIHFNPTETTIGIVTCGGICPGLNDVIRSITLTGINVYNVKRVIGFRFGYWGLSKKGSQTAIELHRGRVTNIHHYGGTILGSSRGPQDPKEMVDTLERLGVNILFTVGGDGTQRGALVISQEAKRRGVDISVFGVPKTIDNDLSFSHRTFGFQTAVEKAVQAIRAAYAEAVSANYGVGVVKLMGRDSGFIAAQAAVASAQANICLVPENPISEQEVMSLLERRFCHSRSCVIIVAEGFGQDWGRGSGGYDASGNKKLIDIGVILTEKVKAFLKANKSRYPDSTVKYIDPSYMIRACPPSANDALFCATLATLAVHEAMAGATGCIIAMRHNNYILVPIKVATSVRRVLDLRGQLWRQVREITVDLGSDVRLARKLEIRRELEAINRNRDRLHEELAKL
#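 1.25 nM PFK with 0.5 mM F6P and 0.1 mM ATP in 0.1 M TEA pH 8.0, 5 mM MgCl2, incubated 45 min at room temperature; ADP measured by ADP-Glo luminescence; compounds titrated up to 57 uM.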
# KCNH2 WT inh = qHTS for Inhibitors of KCHN2 3.1: Wildtype qHTS | Voltage-gated inwardly rectifying potassium channel KCNH2 (Homo sapiens), Q12809 | 0.37% of 340,000 active | U2OS, BacMam KCNH2, thallium flux FluxOr; active compounds read low | AID 720551, 2013 | activity change, % at 1.84 µM;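 active means maximum activity change below -70%; inconclusive means maximum activity change between -70% and -50%; inactive means maximum activity change above -50%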; further: on the % scale 0 is the no-effect control and ±100 the full control effect
#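 U2OS cells transduced with wild-type KCNH2 virus are loaded with FluxOr dye for 45 min, and thallium flux is measured in kinetic reads before and after stimulation buffer. Rate constants are normalized to DMSO controls.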
# GALK inh = qHTS Assay for Inhibitors of Human Galactokinase (GALK) | P51570 | Purified GALK, Kinase-Glo residual ATP luminescence | Potency, µM (series often up to 57.5 µM), for inactives: at the top dose activity change, negative = inhibition, usual class: inhibitors | 0.007% of 270,000 active | AID 1868, 2009; further: potency means the concentration at half of the fitted maximal effect; on the % scale 0 is the no-effect control and ±100 the full control effect
# Target sequence (P51570 whole entry, looked up): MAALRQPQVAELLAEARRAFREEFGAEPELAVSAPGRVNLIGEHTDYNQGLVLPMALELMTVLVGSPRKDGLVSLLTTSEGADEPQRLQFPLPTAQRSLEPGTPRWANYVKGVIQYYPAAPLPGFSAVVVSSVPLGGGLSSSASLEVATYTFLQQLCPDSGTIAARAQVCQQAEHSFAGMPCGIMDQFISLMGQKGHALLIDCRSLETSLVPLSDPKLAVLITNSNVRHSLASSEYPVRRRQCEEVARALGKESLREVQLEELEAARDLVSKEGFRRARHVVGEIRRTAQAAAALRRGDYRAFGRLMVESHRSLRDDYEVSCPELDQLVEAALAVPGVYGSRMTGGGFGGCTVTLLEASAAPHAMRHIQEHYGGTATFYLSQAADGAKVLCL
#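 Compounds were pin-transferred into ATP buffer (35 uM final), then GALK plus galactose (5 nM, 100 uM final) was added. After 1 h at room temperature, Kinase-Glo Plus was added and luminescence read after 10 min.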
# Giardia killer = Small Molecules that selectively kill Giardia lamblia: qHTS; Giardia lamblia trophozoite viability; activity change, % at 7.66 µM, hits read low; 0.15% of 340,000 active; in the data active means activity change below about -80%; inconclusive means between about -30% and that limit;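 further: parasites exposed to compound for two days anaerobically before the ATP read; on the % scale 0 is the no-effect control and ±100 the full control effect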
#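 Giardia lamblia trophozoites (100 cells/well) were incubated with compounds for 48 h at 37 deg C under anaerobic conditions. Viability was read as ATP content by one-step luminescence after 15-30 min at room temperature.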
# TSHR antag = Antagonists of the Thyroid Stimulating Hormone Receptor: HTS campaign | Thyrotropin receptor (Homo sapiens), P16473 | TSHR-expressing cells, TSH-stimulated cAMP HTRF, 2 h; active compounds read low | activity change, negative = inhibition, % at 11.5 µM | 0.2% of 330,000 active | AID 504810, 2011;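 active means activity change below a set negative limit, meaning inhibition stronger than a set level, cut at about -70% in these data; inconclusive means activity change between two set negative limits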; further: on the % scale 0 is the no-effect control and ±100 the full control effect
#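 Freshly harvested TSHR cells receive pin-tooled compound, then EC80 TSH at 4nM final. After 2 hours at 37 deg C, antibody in lysis buffer and cAMP-d2 are added; 30 minutes at ambient temperature precede the HTRF read.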
# A-T KAP1 phos = qHTS Assay for Identifying a Potential Treatment of Ataxia-Telangiectasia. AID 485349, 2010. 0.19% of 320,000 active. Potency, µM (doses to about 57.5 µM), inactives show at the highest dose activation, hits mostly activators. […] A-T fibroblasts, KAP-1 phosphorylation AlphaLISA; neocarzinostatin DNA damage 30 min before lysis; further: potency means the concentration at half of the fitted maximal effect; % of control where 0% means no effect; nearly all actives have a fitted effect of over 45% in size
#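 ATM-like activity read as KAP-1 phosphorylation via AlphaLISA donor/acceptor antibody pairs after lysis and 6 hr at 25C. Cells were ATM-null patient fibroblasts ([…], hTERT), dosed 60 min, then exposed to the DSB inducer NCS for 30 min.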
# Coupling enz = qHTS Assay for Inhibitors of Fructose-1,6-bisphosphate Aldolase from Giardia Lamblia: Coupling assay counterscreen; 0.67% of 290,000 active; activity change, negative = inhibition, % at 58.2 µM, hits read low; coupling enzyme system counterscreen, AmpLite Red fluorescence; in the data active means activity change below about -30%; further: on the % scale 0 is the no-effect control and ±100 the full control effect
#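 Fluorescence at 525 nm excitation and 598 nm emission measured inhibition of the coupled detection system without aldolase. Compounds (at 57.5 uM final) were preincubated 10 min at room temperature with coupling enzyme reagent before a 20 min substrate/AmpLite Red step.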
# TCR activator = Activators of T cell receptors: qHTS campaign. 330,000 tested, under 10 active. primary human leukocytes, anti-CD3, IL-2 HTRF, 48 h. Potency, µM (highest dose often 9.22 µM), for the others: top-dose activation of IL-2 secretion, hits mostly activators. AID 504894, 2011; further: % of control where 0% means no effect
#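 1) Mix primary human leukocytes, a-CD3 beads and compound. 2) Incubate 48 hr. 3) Add HTRF IL-2 reagents (a-IL-2-K, a-IL-2-d2).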
# Numbers without * were called inactive; ? = inconclusive; / = not tested or not shown; ! = repeats disagree; [ ] = dose if it differs, or a comment. Unless noted, the call rests on the fitted dose curve; in most records, active means well fitted curve in the direction sought with a large enough effect; inconclusive means small, poorly fitted or top-dose-only effect, or another doubt; inactive means no such curve, though single readings can be large; an effect the other way counts as inactive or inconclusive.
SMILES,Chronic BCR inh,CXXC DNA block,Tb PFK inh,KCNH2 WT inh,GALK inh,Giardia killer,TSHR antag,A-T KAP1 phos,Coupling enz,TCR activator
Cc1cc(OCC(O)CNC(C)(C)C)ccc1Cl (stereo not drawn),-4%,1%,-2%,5,-1%,13,36,6%,-16,-1%
Cc1ccc(C)c(-n2c(Cc3cc(=O)[nH]c(=O)[nH]3)nnc2SC(C)C)c1,2%,-4%,1%,2,1%,-13,1,5%,-2,-7%
CCOC(=O)C1C(C(=O)OC)=C(c2ccc(OC)cc2)c2ccccc2N1S(=O)(=O)C(F)(F)F (stereo not drawn),?,/,-3%,-20,/,13,-2,-16%,-2,-3%[46.1 µM]
COc1cc(C2C(C#N)=C(N)Oc3n[nH]c(C)c32)ccc1OC(=O)c1ccccc1 (stereo not drawn),0%,20%,0%,15,0%,1,-7,-1%,0,-2%
O=C(c1cccc(Br)c1)N1CCN(C(=O)N2CCOCC2)CC1,3%,-6%,-2%,12,2%,1,18,-3%,6,0%[46.1 µM]
Oc1c(CN2CCOCC2)ccc2ccccc12,9%,40%[activator],0%,8,10%,21,-6,4%,-29,-4%
COc1ccc(-n2c(Cn3c(=O)sc4ccccc43)nnc2SCC(N)=O)cc1,-8%,-3%,0%,-2,2%,-9,1,0%,0,0%
O=C(c1ccc(OC2CCN(C(=O)c3cccnc3)CC2)cc1)N1CCCCCC1,?,2%,-3%,9,1%,-27,-7,-2%,1,7%
O=C1NC2(CCCCCC2)C(=O)N1Cc1ccc(Br)cc1,6%,16%,1%,-12,5%,6,11,6%,/,-37%
CCOC(=O)N1CCN(C(=O)CSCc2nc(-c3ccccc3F)oc2C)CC1,2%,-2%,0%,3,-3%,15,2,-2%,4,-29%
CC[N+]1(CC)CC2=Cc3ccccc3CC2C1 (stereo not drawn),-14%,13%,0%,-7,10%,12,5,-1%,-15,-2%
Cc1sc2nc(CN3CCC(C)CC3)nc(Cl)c2c1C,12%,16%,-1%,/,2%,/,-11,-7%,0,-8%[46.1 µM]
O=C(CSc1ccccc1)Nc1ccc2c(c1)C(=O)NC2=O,5%,26%,-30%,1,9%,21,4,1%,0,-3%
Cc1ccccc1C(=O)NC(=S)NCCC1=CCCCC1,?,3%,9%,-7,0%,-9,-13,9%,0,5%
OC[C@@H]1[C@@H](c2ccccc2)C(c2ccccc2)=NN1c1ccccc1,-1%,/,0%,-17,/,-5,4,19%,0,2%[46.1 µM]
CCn1ccnc1CN1CCN(CC=C(C)C)C(CCO)C1 (stereo not drawn),-5%,-1%,-4%,/,1%,-19,7,4%,3,0%
CCN1C(=O)[C@H]2[C@H]3CN=C(SCc4ccc(C(=O)OC)cc4)N3[C@@](Cc3ccccc3)(C(=O)OC)[C@H]2C1=O,-6%,/,1%,-2,/,12,2,5%,/,5%[46.1 µM]
Cc1ccc(S(=O)(=O)C(C#N)c2nc3ccccc3nc2N2CCCCC2)cc1 (stereo not drawn),4%,0%,-1%,/,-4%,/,-16,24%,-2,/
CC1(OC(=O)CCc2ccccc2)C(=O)C=C2C=C(c3ccc(C#N)cc3)N(CCN3CCOCC3)C=C2C1=O (stereo not drawn),6%,?,2%,-6,5%,8,-10,-10%,-31*!,8%
CCC(CC)C(=O)Nc1cc([N+](=O)[O-])ccc1F,-4%,5%,-4%,-4,/,9,0,0%,-2,/
Cc1ccc(CN(C(=O)N2CCN(C)CC2)S(=O)(=O)c2ccc(C)cc2)cc1,-1%,/,-10%,-3,/,5,7,-8%,/,0%
COc1ccc(CCNC(=O)c2cc(=O)[nH]c3ccc(Br)cc23)cc1OC,-7%,-3%,-8%,-20,-1%,8,7,3%,-1,4%[46.1 µM]
C[C@@H](CSc1ccc(Br)cc1)CN1CC[C@H](NC(=O)OCc2ccccc2)CCC1=O,?,/,-2%,/,/,13,?,-10%,/,3%
Cc1c(OCC(=O)Nc2cccnc2)ccc2c3c(c(=O)oc12)CCC3,-1%,19%,2%,-19,4%,8,-8,-3%,/,4%
CCN(CC)S(=O)(=O)c1cccc(-c2nnc(SCC#N)n2Cc2ccccc2)c1,5%,-1%,-4%,-7,9%,4,-4,?,0,/
CCCCC1CCC(C(=O)N2CCOCC2)CC1 (stereo not drawn),-1%,-4%,2%,1,1%,-24,-1,7%,8,-2%[46.1 µM]
O=C1NN(c2ccccc2)C(=O)/C1=C\c1cccc(OC(=O)c2cccs2)c1,?,?,13%,-4,-7%,-10,-4,5%,5,-6%
CCCCn1c(SCC(=O)N2CC(=O)Nc3ccccc32)nnc1-c1ccoc1C,-1%,-4%,0%,6,0%,-5,3,-4%,4,-1%
COc1ccc(CCCCCCOCc2ccccc2)cc1,5%,/,0%,-13,/,5,-33,24%,/,-2%
COc1ccc2cc1Oc1ccc(cc1)CC1c3c(cc(OC)c4c3Oc3cc5c(cc3O4)CCNC5C2)CCN1C (stereo not drawn),?,49%[activator],-2%,-22,-2%,?,6,-1%,0,-2%

# Exported with tabs: part of the list above.
molecule	Chronic BCR inh	CXXC DNA block	Tb PFK inh	KCNH2 WT inh	GALK inh	Giardia killer	TSHR antag	A-T KAP1 phos	Coupling enz	TCR activator
CCC(CC)C(=O)Nc1cc([N+](=O)[O-])ccc1F	-4%	5%	-4%	-4	/	9	0	0%	-2	/
Cc1ccc(CN(C(=O)N2CCN(C)CC2)S(=O)(=O)c2ccc(C)cc2)cc1	-1%	/	-10%	-3	/	5	7	-8%	/	0%

# Arranged by the number under TSHR antag (largest number first): 6 from the list above.
SMILES	TSHR antag
O=C1NC2(CCCCCC2)C(=O)N1Cc1ccc(Br)cc1	11
CCOC(=O)N1CCN(C(=O)CSCc2nc(-c3ccccc3F)oc2C)CC1	2
O=C1NN(c2ccccc2)C(=O)/C1=C\c1cccc(OC(=O)c2cccs2)c1	-4
Cc1c(OCC(=O)Nc2cccnc2)ccc2c3c(c(=O)oc12)CCC3	-8
Cc1sc2nc(CN3CCC(C)CC3)nc(Cl)c2c1C	-11
Cc1ccccc1C(=O)NC(=S)NCCC1=CCCCC1	-13

# (further entries)
SMILES,Chronic BCR inh,CXXC DNA block,Tb PFK inh,KCNH2 WT inh,GALK inh,Giardia killer,TSHR antag,A-T KAP1 phos,Coupling enz,TCR activator
Cc1cccc(OCC(=O)NCCCNC(=O)c2ccco2)c1,?,20%,3%,0,2%,-15,-28,8%,0,8%
Cc1cccc(N(CC(=O)NCc2ccc3c(c2)OCO3)C(=O)CCC(=O)Nc2ccccn2)c1C,?,4%,2%,-15,0%,-3,8,-1%,1,-27%
COC(=O)C1=C(C)N(c2cccc(OC)c2)C(=O)/C1=C\c1ccco1,-2%,-6%,0%,-4,-2%,-4,-5,-12%,-2,4%[46.1 µM]
CCOC(=O)C(C)(C)Sc1ncnc2nc[nH]c12,-12%,-6%,-14%,-5,-3%,1,6,-3%,0,2%[46.1 µM]
O=C(CSc1nnc(-c2cccs2)o1)N1CCCCC1,?,9%,-5%,6,1%,-19,5,5%,3,-5%
COC(=O)c1ccc(COC(=O)CNC(=O)c2ccc(OC)cc2)cc1,?,/,4%,3,/,9,-5,5%,/,/
CN(Cc1ccccc1)S(=O)(=O)c1ccc2c(c1)OCCO2,?,-1%,2%,7,-2%,-12,0,5%,7,0%
CS(=O)(=O)c1ccc2nc(NC(=O)c3ccc(S(=O)(=O)NCC4CCCO4)cc3)sc2c1 (stereo not drawn),1%,-3%,1%,9,-1%,10,-11,-2%,7,1%
CCc1nnc(NC(=O)CSc2ccc(-c3cccs3)nn2)s1,2%,10%,-3%,-4,-1%,-15,6,6%,3,-23%
CC1(C)Cc2cccc(OCC(=O)N3CCN(c4ccc(F)cc4)CC3)c2O1,4%,/,-1%,1,/,-3,-6,-4%,/,5%
CC1(C(=O)OCC(=O)Nc2nnc(-c3ccccc3)o2)CC1(Cl)Cl (stereo not drawn),?,/,6%,5,/,-1,10,4%,/,-3%

# High-throughput results deposited in PubChem by National Center for Advancing Translational Sciences (NCATS).
